Screens as filed in PubChem.
NCI-60 one-dose screen, 48 h, at 10 µM unless noted. Numbers give growth in % (100 = growth as untreated, 0 = no growth, -100 = all killed).
HL-60(TB) = HL-60(TB) leukemia cells; hit rate 9% among 78,000; AID 1794776; active = growth percent below 10
The depositor's hits bear a star; & = joins results of further samples; ! = a repeat was not active. The list is partial, so the mix of outcomes need not match the whole.

A first look:
SMILES	HL-60(TB)
O=C(Cn1cc(CN2CCN(c3ccnc4cc(Cl)ccc34)CC2)nn1)Nc1cccc([N+](=O)[O-])c1	102.4
COc1ccc(-c2nc(SC(C)C)nc(Nc3ccc(/C(C)=N\NC(N)=S)cc3)c2C#N)cc1	70.1
CC(=O)c1nnn(-c2nonc2-c2noc(C)n2)c1C	97.0
Cc1ccc(C(=O)/C=C/c2ccc3c(c2)OCO3)c(C)c1	77.2
COC(=O)[C@H](C)NC(=O)CNC(=O)c1cccc2c(=O)c3ccccc3[nH]c12	99.7
CSc1ccc(/C=N/Nc2n[nH]c(=S)n2N)cc1	104.4
CN1CCN(Cc2ccc(NC(=O)c3cncc(C#Cc4cnc5ccc(NCCCO)nn45)c3)cc2C(F)(F)F)CC1	-8.6*
C=C(C)[C@@H]1CC[C@]2(C#N)CC[C@]3(C)[C@H](CC[C@@H]4[C@@](C)(CCc5nn[nH]n5)[C@H](C(=C)C)CC[C@]43C)[C@@H]12	101.4
COc1ccc(-c2c(C)nn3c(N)c(C#N)cnc23)cc1OC	98.7
Nc1ccc(-c2cccc(Oc3ccc4nnc(Cl)n4n3)c2)cc1	98.8
CC(=O)COc1ccc(/C=C2\CCC/C(=C\c3ccc(OCC(C)=O)c(Br)c3)C2=O)cc1Br	97.4
CN(C)c1nc(N(C)C)nc(N(C)C)n1	106.2
COc1cc(C=O)cc(Br)c1O	97.1&85.5
COc1ccc2cc3c(nc2c1)Nn1c(nnc1-c1ccc[nH]c1=S)SC3	103.8
Nc1nc(=S)c2[nH]c(=S)[nH]c2[nH]1	98.9
COc1ccc(Cn2cc3c(c2-c2ccccc2)CCCc2cnoc2-3)cc1N	103.3

The list itself, from the start:
SMILES	HL-60(TB)
O=C(Cn1cc(CN2CCN(c3ccnc4cc(Cl)ccc34)CC2)nn1)Nc1cccc([N+](=O)[O-])c1	102.4
COc1ccc(-c2nc(SC(C)C)nc(Nc3ccc(/C(C)=N\NC(N)=S)cc3)c2C#N)cc1	70.1
CC(=O)c1nnn(-c2nonc2-c2noc(C)n2)c1C	97.0
Cc1ccc(C(=O)/C=C/c2ccc3c(c2)OCO3)c(C)c1	77.2
COC(=O)[C@H](C)NC(=O)CNC(=O)c1cccc2c(=O)c3ccccc3[nH]c12	99.7
CSc1ccc(/C=N/Nc2n[nH]c(=S)n2N)cc1	104.4
CN1CCN(Cc2ccc(NC(=O)c3cncc(C#Cc4cnc5ccc(NCCCO)nn45)c3)cc2C(F)(F)F)CC1	-8.6*
C=C(C)[C@@H]1CC[C@]2(C#N)CC[C@]3(C)[C@H](CC[C@@H]4[C@@](C)(CCc5nn[nH]n5)[C@H](C(=C)C)CC[C@]43C)[C@@H]12	101.4
COc1ccc(-c2c(C)nn3c(N)c(C#N)cnc23)cc1OC	98.7
Nc1ccc(-c2cccc(Oc3ccc4nnc(Cl)n4n3)c2)cc1	98.8
CC(=O)COc1ccc(/C=C2\CCC/C(=C\c3ccc(OCC(C)=O)c(Br)c3)C2=O)cc1Br	97.4
CN(C)c1nc(N(C)C)nc(N(C)C)n1	106.2
COc1cc(C=O)cc(Br)c1O	97.1&85.5
COc1ccc2cc3c(nc2c1)Nn1c(nnc1-c1ccc[nH]c1=S)SC3	103.8
Nc1nc(=S)c2[nH]c(=S)[nH]c2[nH]1	98.9
COc1ccc(Cn2cc3c(c2-c2ccccc2)CCCc2cnoc2-3)cc1N	103.3
Cc1ccc2c(n1)C(=O)C(Cl)=C(Nc1ccc(S(=O)(=O)Nc3ccccn3)cc1)C2=O	91.0
COc1ccc2cc(-c3nc4nonc4[nH]c3=O)ccc2c1	102.0
COc1cc(/C=C/C(=O)CC(=O)/C=C/c2cc(Br)c(O)c(OC)c2)cc(Br)c1O	55.7
O=C(NC1c2ccccc2Oc2ccccc21)OCCCl	98.6
CCCNC(=O)Oc1ccc(/C(=C(/C)Cc2ccc(OC)cc2)c2ccc(OCCN3CCCC3)cc2)cc1	51.9
COc1ccc(-c2nc(SCC(C)C)nc(N/N=C\c3ccc(F)cc3)c2C#N)cc1	83.4
CCOC(=O)c1c(C)oc2ncnc(Nc3ccc(OCc4cccc(C)c4)cc3)c12	107.6
CCCCCCCSc1ccc(C(=O)Nc2ccc(C)cc2C(=O)O)cc1	71.1
COc1ccc(C2CC(c3ccc(OC)c(OC)c3)=NN2C(=O)c2cc(OC)c(OC)c(OC)c2)cc1 (stereo not drawn)	5.5*
(next part)
SMILES	HL-60(TB)
COc1ccc(/C=C2/Sc3c(F)cccc3C2=O)cc1	89.0
Cc1ccc(N)cn1	104.6
Cc1ccc(-c2cc(-c3ccc(F)cc3)[nH]c(=O)c2C#N)s1	97.1
CCCCCCCCOC(=O)c1ccccc1C(=O)O	102.8
COc1ccc(CCNC=O)cc1OC	96.9
COc1ccc(-c2ccc(=O)oc2C#Cc2cc(OC)c(OC)c(OC)c2)cc1O	-45.7*
N#C/C(=C\c1ccc(Cl)cc1)c1cc2ccccc2[nH]1	89.5
CC(=O)c1cc2c(N)c(C(=O)Nc3cccc4ncccc34)sc2nc1C	53.2
CCOc1ccc(C(=O)O)cc1	103.2
CCN(CC)CCCNc1ccc2ccncc2c1	103.6
COc1ccc2c(c1)Nc1ccccc1S2	102.3
Clc1nn2c(Cn3cnc4c(N5CCCC5)ncnc43)nnc2c2ccccc12	96.3
O=C1c2cccc3cccc(c23)C(=O)N1N1C(=O)c2cccc3c(N4CCOCC4)ccc(c23)C1=O	125.4
Cc1nc(-c2ccccc2-n2cccc2)no1	105.4
CC(=O)NCC(O)c1ccc([N+](=O)[O-])cc1 (stereo not drawn)	94.0
CS(=O)(=O)Nc1cc(-c2ccc3ncnc(Nc4cccc5[nH]ncc45)c3c2)cnc1Cl	91.8
O=C1NC(=O)C(Cc2ccccc2)(c2ccccc2)N1 (stereo not drawn)	59.6
COc1ccc(-c2nnn(-c3ccc(Cl)cc3)c2N)cc1OC	88.6
CCCCOc1ncnc2c1CC(C)c1c(C)cc(C)cc1N2C (stereo not drawn)	117.4
Cc1ccc(C2=C(CN)C(O)N=C(Sc3cc(O)c(O)cc3C)N2)cc1 (stereo not drawn)	87.5
CCN(CC)CCNC(Cc1ccccc1)c1ccc(OC)cc1 (stereo not drawn)	104.8
C=C(C)[C@@H]1CC[C@]2(C(=O)NNC(=O)c3cccnc3)CC[C@]3(C)[C@H](CC[C@@H]4[C@@]5(C)CCCNC(C)(C)[C@@H]5CC[C@]43C)[C@@H]12	66.9
N=C(N)c1ccc(-c2ccc(-c3ccccc3)s2)cc1F	-73.1*
CCCCn1cc(C(=O)/C(C#N)=C/c2cc3cc(C)ccc3nc2Cl)c2ccccc21	99.2
O=C1Cc2csc3nc(=O)cc(n23)N1	62.9
Remaining list, next part
SMILES	HL-60(TB)
C/C=C(\C)C(C(=O)NC1CCCCC1)N(C(=O)C1CCc2cc(F)ccc2O1)c1ccc(F)cc1 (stereo not drawn)	95.8
COc1cc(C(=O)NNC(=O)c2ccc(NC(=O)CN)cc2)cc(OC)c1OC	87.4
CC(=O)Nn1cnc2c(=S)nc[nH]c21	113.4
COc1ccc2[nH]c(C(=O)OCc3ccc4c(Cl)cc(Cl)c(O)c4n3)cc2c1	-30.4*
CC(=O)CCn1c(=S)sc2ccccc21	108.1
COc1ccc(-c2cc(/C(C#N)=C/c3c[nH]c4ccccc34)[nH]n2)cc1	52.0
COc1ccc2c(c1)N=C(C(=O)O)/C2=C/c1sc(=S)[nH]c1O	80.5
COc1cc(N2C(=O)[C@H](O)C2c2ccc(SC)cc2)cc(OC)c1OC (stereo partly drawn)	-41.0*
Cc1cc(Cl)cc(Cl)c1C(=O)O	83.0
CC(=O)O[C@H]1CCC2(C)C(=CCC3C2CCC2(C)/C(=N/OC(=O)c4ccc(N(CCCl)CCCl)cc4)CCC32)C1 (stereo partly drawn)	17.5
CCn1nc(C(=O)O)c(=O)c2cc3c(cc21)OCO3	119.9
COc1ccc(CC(=S)N2CCOCC2)cc1	109.3
CC1=C(/C=C/C(C)=C/C=C/C(C)=C/C=N/NC(=S)NC(=S)N/N=C/C=C(C)/C=C/C=C(C)/C=C/C2=C(C)CCCC2(C)C)C(C)(C)CCC1	-28.1*!
C=C1C(=O)O[C@H]2[C@H]1CC/C(COC(=O)NCc1ccc(Cn3c(=O)sn(-c4ccc(I)cc4)c3=O)cc1)=C\CC[C@@]1(C)O[C@@H]21	-32.0*
COc1cc(/C=N/NC(=O)CN2c3ccccc3Sc3ccccc32)cc(OC)c1OC	98.9
CC(C)COC(=O)c1ccccc1O	104.8
CCN(CC)CCN1c2ccncc2Sc2ccncc21	101.4
CCC(=O)O[C@]1(C(C)=O)CC[C@H]2[C@@H]3CCC4=CC(=O)CC[C@]4(C)[C@H]3CC[C@@]21C	95.5
O=[N+]([O-])c1cc2c(NCCO)nc(-c3ccccc3)nc2[nH]1	83.5
O=c1cc(-c2ccc3c(c2)OCCO3)oc2c(Cl)cc(Cl)cc12	94.6
CCN1C(=O)N(CC)C2NC(N/N=C/c3ccccc3)=NC21 (stereo not drawn)	96.9
Clc1ccc(C2CC(c3ccccc3Cl)=NN2c2ccc(-c3ccccc3)nn2)cc1 (stereo not drawn)	108.7
CC(C)c1ccc(/C=N\NC(=O)CCCCC(=O)N/N=C\c2ccc(C(C)C)cc2)cc1	76.2
O=c1oc2cc(O)ccc2cc1-c1cc2ccc(O)cc2oc1=O	111.9
COc1ccc2c(c1)CCC1=C2CCC2(C)C(=O)CC=C12 (stereo not drawn)	111.8
Continued:
SMILES	HL-60(TB)
Cn1c(-c2c(N)n(CCCN3CCOCC3)c3nc(C#N)c(C#N)nc23)nc2ccccc21	-82.3*
CCOC(=O)CN	95.4
COc1ccc(/C=C2/CCOC2=O)cc1	95.5
CCN(CCO)Cc1c(-c2ccccc2)oc(-c2ccccc2)c1Cl	122.9
O=Cc1cccc(OCc2ccccc2)c1	100.6
CCCCCCCCNC=O	100.4
CC(=O)O[C@@H]1C[C@H]2O[C@@H]3C=C(C)CC[C@]3(C)[C@]1(C)[C@]21CO1	-33.9*
O=[N+]([O-])c1ccc(/C=N\Nc2ccccc2)cc1	94.6
Fc1cccc(Cl)c1/C=N/Nc1nc(N/N=C/c2c(F)cccc2Cl)nc(N2CCOCC2)n1	73.8
Cn1cc(-c2nn3cc(-c4ccccc4)nc3s2)c2cc(Br)ccc21	98.7
CCOc1cccc2cc(C(N)=O)c(=N)oc12	95.2
Cc1ccc(NC(=O)C2CC(CN3CCN(C)CC3)C2)cc1Nc1nccc(-c2cccnc2)n1 (stereo not drawn)	95.0&101.8
C[C@H]1C[C@@H]2[C@H](CC[C@]3(C)C(=O)CC[C@@H]23)[C@H]2CCC(=O)C=C12	85.9
N[C@@H](Cc1c[nH]c2ccccc12)C(=O)O	116.4
C=CCC(=O)N[C@H](Cc1ccc(-c2cc(Cl)cc(Cl)c2)cc1)[C@H](O)[C@@H](O)C(=O)O	97.0
Cc1sc(NC(=O)c2ccco2)c(C(c2cccnc2)N2CCC(Cc3ccccc3)CC2)c1C (stereo not drawn)	84.8
S=C1C=C(c2ccccc2)SC2c3cccn3CCN12 (stereo not drawn)	83.0
CC(C)(N)Cc1ccccc1Cl	124.6
COc1cc(NC(=O)CSc2nc3ccc(C)cc3c(=O)n2-c2ccccc2)cc(OC)c1OC	89.1
O=C(CCCCCC/C=C/c1csc(Br)n1)NO	59.8
CC1CC=CCC1C(=O)O (stereo not drawn)	97.1&107.4
CCCCCCCCCCCC(=O)c1c(O)cc(C)oc1=O	87.5
CC(C)COC(=O)c1ccc(NC(=O)CC2CCCN2)cc1 (stereo not drawn)	73.9
C[C@H]1c2ccccc2OC(=O)C[C@@H]1c1ccccc1	99.4
O=C(Nc1ccc2c(c1)OCO2)C(=O)c1c[nH]c2cc(F)ccc12	53.5
Continuation:
SMILES	HL-60(TB)
CSC1=NC(c2ccccc2)C(C(C)=O)=C(C)N1 (stereo not drawn)	134.6
COc1ccc(C2CC(=O)c3ccccc3N2)cc1 (stereo not drawn)	86.4
Clc1ccc2noc(-c3ccccc3)c2c1	89.4
COc1ccc(/C(C)=N/NC(=O)c2ccc(S(C)(=O)=O)cc2)cc1OC	50.9
Cc1ccc(S(=O)(=O)n2cc(/C=C3\C(=O)Nc4ccccc43)c3ccccc32)cc1	100.7
CCN(CC)S(=O)(=O)c1ccc2[nH]c(=O)cc(C(=O)Nc3ccc(OC)cc3OC)c2c1	100.8
COc1cc(-c2nnc(NC(=O)CN3CCN(c4cc5c(cc4F)c(=O)c(C(=O)O)cn5C4CC4)CC3)s2)cc(OC)c1OC	92.9
C#CC1(O)CCC(C(C)(C)C)CC1 (stereo not drawn)	139.6
O=S(=O)(NCCNc1nccc(-c2c(-c3cccc(F)c3)nc3occn23)n1)c1ccc(Br)cc1	103.1
NS(=O)(=O)c1ccc(CN/C=C/C(=O)c2cc3ccccc3oc2=O)cc1	97.1
COC(=O)c1ccc(-c2ccccc2Oc2ccc3nnc(Cl)n3n2)cc1	98.5
COc1ccc(/C=N\NC(=O)c2ccncc2)cc1O	97.9
CC(=O)Nc1ccc(S(=O)(=O)N2CCN(C3=NS(=O)(=O)c4ccccc4N3c3ccccc3)CC2)cc1	104.6
Cc1c(C2=NOC3C(=O)N(c4ccccc4)C(=O)C23)no[n+]1[O-] (stereo not drawn)	99.7
COc1cc(/C=C/C(=O)c2nnn(-c3ccc([N+](=O)[O-])cc3)c2C)cc(OC)c1OC	73.7
COc1c2occc2c(OC)c2c(=O)c(C3=NN(c4ccccc4)C(c4ccc(F)cc4)C3)c(C)oc12 (stereo not drawn)	97.8
Cc1ccc(C)c(Oc2c(-c3nc4ccc(C)cc4[nH]3)c(C)nn2-c2ccccc2)c1	92.3
CC(CC(=O)O)C(C)C(=O)O (stereo not drawn)	103.1
FC(F)(F)c1ccc2c(Nc3cccc(C4CC(c5ccc(Cl)cc5)=NN4c4ccccc4)c3)ccnc2c1 (stereo not drawn)	91.7
COc1ccccc1-c1ccc(N2CCCC2)nn1	109.9
COc1cc(/C=C2\C(=O)N(Cc3ccc(Cl)cc3)c3ccccc32)cc(OC)c1OC	-13.5*
CCCCCC1=CC(=O)C=C(OC)C12C(=O)Oc1cc(O)c(C(=O)O)c(CCCCC)c12 (stereo not drawn)	86.7
Nc1nonc1-c1nc2ccc(F)cc2[nH]1	100.1
O=c1c2c3c(sc2nc(SC2CCCC2)n1-c1ccc([N+](=O)[O-])cc1)CCCCC3	89.8
